Compound activity as filed in PubChem.
POLB inh = qHTS Assay for Inhibitors of DNA Polymerase Beta; P06746; Pol beta primer extension/strand displacement, fluorescence kinetic; Potency, µM (series often up to 114 µM), for inactives: top-dose activity change, negative = inhibition, most hits filed as inhibitors; 340,000 compounds, 1.3% hits; AID 485314, 2010; further: potency means the concentration at half of the fitted maximal effect; on the % scale 0 is the no-effect control and ±100 the full control effect
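Kinetic readout of DNA synthesis with strand displacement by Pol beta. Compound and 10 nM enzyme sit 15 min at room temperature; 50 nM substrate starts the reaction, read immediately and at 10 min.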
Pol eta inh = qHTS for Inhibitors of Polymerase Eta. recombinant Pol eta, fluorescent DNA replication assay. Potency, µM (highest dose often 114 µM), without a hit: at the top dose activity change, negative = inhibition, hits mostly inhibitors. 390,000 compounds, 1.2% hits. AID 588591, 2011; further: potency means the concentration at half of the fitted maximal effect; on the % scale 0 is the no-effect control and ±100 the full control effect
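Fluorescent replication assay: 50 nM final substrate added after a 15 min room-temperature compound preincubation with 10 nM enzyme. Signal taken at 0 min and again at 10 min.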
Glioma ERSR ind = qHTS for Inducers of the Endoplasmic Reticulum Stress Response (ERSR) in Human Glioma: qHTS; U87-MG GRP78 promoter luciferase reporter, 16 h; Potency, µM, for inactives: top-dose activation, hits mostly activators; 420,000 compounds, 0.02% hits; further: potency means the concentration at half of the fitted maximal effect; series mostly up to about 76 µM; % of control where 0% means no effect; nearly all actives have a fitted effect of over 35% in size
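ERSR induction read as luciferase luminescence (Bright-Glo, 10 min at room temperature) in stably transfected human U87-MG glioma cells exposed to compounds for 16 h, using GRP78 as sensor.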
APEX1 inh = qHTS Assay for Inhibitors of the Human Apurinic/apyrimidinic Endonuclease 1 (APE1); DNA repair nuclease/redox regulator APEX1 (Homo sapiens), P27695; recombinant APE1, TAMRA/BHQ-2 abasic DNA cleavage fluorescence; Potency, µM (series often up to 65.8 µM), for inactives: top-dose activity change, negative = inhibition, actives largely listed as inhibitors; 350,000 compounds, 0.35% hits; AID 2517, 2012;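 further: potency means the concentration at half of the fitted maximal effect; plate controls were vehicle for no effect and reference inhibitor for full effect; nearly all actives have a fitted effect of over 55% in size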
Target sequence (P27695 whole entry, looked up): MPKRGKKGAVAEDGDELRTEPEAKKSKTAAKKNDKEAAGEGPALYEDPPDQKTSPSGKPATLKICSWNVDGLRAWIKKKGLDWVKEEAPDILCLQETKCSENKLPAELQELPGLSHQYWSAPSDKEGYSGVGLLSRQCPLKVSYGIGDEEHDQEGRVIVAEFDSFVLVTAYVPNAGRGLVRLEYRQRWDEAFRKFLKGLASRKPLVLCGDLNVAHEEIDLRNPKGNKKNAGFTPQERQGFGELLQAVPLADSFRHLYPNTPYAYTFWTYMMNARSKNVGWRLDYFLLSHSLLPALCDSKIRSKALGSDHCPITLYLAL
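Quantitative HTS: incision of a TAMRA/BHQ-2 double-stranded substrate bearing a tetrahydrofuran abasic site by 0.75 nM APE1 raises fluorescence. Substrate 50 nM final, added after 15 min compound preincubation at room temperature; progress as third-minus-first kinetic read difference.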
BLM helicase inh = qHTS Assay for Inhibitors of Bloom's syndrome helicase (BLM) | Potency, µM (titrated, usually from 56.1 µM), for the others: at the top dose activity change, negative = inhibition, usual class: inhibitors | RecQ-like DNA helicase BLM (Homo sapiens), P54132 | recombinant BLM DNA unwinding, fluorescence dequenching | 350,000 compounds, 0.2% hits | AID 2528, 2010;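 further: potency means the concentration at half of the fitted maximal effect; plate controls were vehicle for no effect and no enzyme for full effect; nearly all actives have a fitted effect of over 35% in size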
Anesthetic bind = qHTS Assay for Identification of Novel General Anesthetics | Ferritin light chain (Equus caballus), P02791 | apoferritin/1-aminoanthracene competitive binding, fluorescence | Potency, µM (series often up to 77.5 µM), for inactives: top-dose activity change, negative = displacement, usual class: inhibitors | 350,000 compounds, 0.074% hits | AID 485281, 2010; further: potency means the concentration at half of the fitted maximal effect; on the % scale 0 is the no-effect control and ±100 the full control effect; nearly all actives have a fitted effect of over 20% in size
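Read-out: endpoint 1-AMA fluorescence, excitation 380 nm and emission 535 nm, after compounds sit 10 min at room temperature with 10 uM horse-spleen apoferritin in 50% saturated 1-AMA/PBS. Values come from four-parameter Hill fits.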
LDHA inh = qHTS assay for inhibitors of human lactate dehydrogenase. 480,000 compounds, 0.15% hits. activity change, % (values are at about 110 or 230 µM). purified LDHA, NADH/diaphorase-resazurin fluorescence; hits give low values. L-lactate dehydrogenase A chain (Homo sapiens), P00338; in the data active means activity change below about -30%; inconclusive means mostly about -25% to -30%;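 further: plate controls were DMSO wells for no effect and wells without enzyme for full effect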
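Human LDH5 (2 nM) was incubated with 0.06 mM NADH and 0.2 mM pyruvate for 5 min at room temperature in Tris pH 7.4. Remaining NADH was coupled through diaphorase/resazurin, and resorufin fluorescence was read at 0 and 20 min.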
Pol kappa inh = qHTS for Inhibitors of Polymerase Kappa; 400,000 compounds, 0.53% hits; purified Pol kappa, fluorescent DNA synthesis assay, 10 min; Potency, µM (highest dose often 107 µM), without a hit: at the highest dose activity, negative = inhibition, most hits filed as inhibitors; DNA polymerase kappa (Homo sapiens), Q9UBT6; further: potency means the concentration at half of the fitted maximal effect; on the % scale 0 is the no-effect control and ±100 the full control effect
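Here, compound and 10 nM enzyme are combined for 15 min at room temperature; adding 50 nM substrate (final) starts DNA synthesis, tracked by fluorescence at 0 and 10 min against buffer-only wells.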
Pol iota inh = qHTS for Inhibitors of Polymerase Iota | DNA polymerase iota (Homo sapiens), Q9UNA4 | Pol iota fluorescent replication assay, 10 min | Potency, µM (titrated, usually from 115 µM), without a hit: at the highest dose activity, negative = inhibition, hits mostly inhibitors | 390,000 compounds, 1% hits | AID 588590, 2011; further: potency means the concentration at half of the fitted maximal effect
Target sequence (Q9UNA4 whole entry, looked up): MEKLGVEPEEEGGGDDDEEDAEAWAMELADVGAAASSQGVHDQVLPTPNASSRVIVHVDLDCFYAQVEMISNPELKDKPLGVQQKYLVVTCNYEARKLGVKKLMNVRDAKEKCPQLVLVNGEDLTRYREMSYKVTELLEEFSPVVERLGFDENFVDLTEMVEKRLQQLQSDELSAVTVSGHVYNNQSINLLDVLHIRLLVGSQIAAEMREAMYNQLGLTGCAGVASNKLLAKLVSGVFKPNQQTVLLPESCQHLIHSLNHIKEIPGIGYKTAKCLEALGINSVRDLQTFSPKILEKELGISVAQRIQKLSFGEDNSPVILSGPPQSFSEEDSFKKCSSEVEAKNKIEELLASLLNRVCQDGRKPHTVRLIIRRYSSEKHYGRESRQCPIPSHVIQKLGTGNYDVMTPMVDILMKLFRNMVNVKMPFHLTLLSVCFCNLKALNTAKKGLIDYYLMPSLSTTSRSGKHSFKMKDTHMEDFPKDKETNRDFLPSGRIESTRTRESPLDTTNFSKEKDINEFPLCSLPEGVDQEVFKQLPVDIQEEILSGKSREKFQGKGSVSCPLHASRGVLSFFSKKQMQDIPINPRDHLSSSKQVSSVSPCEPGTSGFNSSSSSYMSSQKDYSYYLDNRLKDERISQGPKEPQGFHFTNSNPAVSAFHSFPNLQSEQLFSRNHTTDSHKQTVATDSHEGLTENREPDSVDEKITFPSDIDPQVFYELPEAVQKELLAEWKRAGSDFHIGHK
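Pol iota at 10 nM preincubated 15 min with compounds at room temperature; reaction started with fluorescent substrate, 50 nM final. Fluorescence read kinetically at 0 and 10 min; buffer-only wells as negative control.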
Starred values were filed as active, the others as inactive; ? = inconclusive; · = no result given; [ ] = remark or other dose. Unless noted, the call rests on the fitted dose curve; in most records, active means well fitted curve in the direction sought with a large enough effect; inconclusive means small, poorly fitted or top-dose-only effect, or another doubt; inactive means no such curve, though single readings can be large; an effect the other way counts as inactive or inconclusive. These rows are one share of the data. The share of hits here may be higher or lower than overall.

smiles | POLB inh | Pol eta inh | Glioma ERSR ind | APEX1 inh | BLM helicase inh | Anesthetic bind | LDHA inh | Pol kappa inh | Pol iota inh
COc1cc(CNCCN2CCOCC2)ccc1OCc1cccc(Cl)c1 | 2% | -15% | 4% | -1% | -10% | ? | -4 | -2% | -2%
Oc1c(Cl)cc(Cl)cc1C1Nc2ccccc2-n2cccc21 (stereo unspecified) | -12% | -21% | -2% | 0% | -1% | 4% | -3 | 5% | 51%[activator]
S=c1nc(-c2ccccc2)n(Cc2cccnc2)c2c1CCCC2 | -12% | -22% | -4% | -2% | ? | 2% | -2 | -8% | 92%[activator]
CCC(=O)N1CCc2cc(S(=O)(=O)N3CCN(c4ccccn4)CC3)ccc21 | 2% | -1% | -4% | 5% | 1% | -7% | -4 | -20% | 10%
COCCCNC(=O)Cn1cc2c(n1)CCCCC2 | -3% | -19% | -4% | ? | 1% | 15% | -6 | 0% | -19%
CCCCNC(=O)c1ccc(C)c(NC(=O)C2=C(C)OCCS2)c1 | 30% | -15% | -2% | -2% | -2% | 4% | 0 | 9% | 11%
CCCC[C@@H]1C[C@H]1[C@@H](NC(=O)c1cccs1)c1ccc(C(F)(F)F)cc1 | · | -7% | -4% | · | · | · | 2 | 0% | -8%
CN1C(=O)c2ccccc2N(C)C1c1ccccc1Cl (stereo unspecified) | 2% | -23% | -6% | -1% | -5% | 68%[activator] | -1 | -4% | 158%[activator]
CCn1c2c(c(=O)n3ncc(C(=O)Nc4ccc(OC(F)(F)F)cc4)c13)CN(Cc1ccc(OC)cc1)CC2 | ? | -17% | 2% | · | -10% | ? | 8 | -4%[60.1 µM] | 7%
Cc1ccc(S(=O)(=O)Nc2ccccc2N2CCOCC2)cc1 | 1% | -12% | -2% | 23% | -4% | -11% | -1 | 4% | -16%
COC(=O)c1ccc(Sc2nnnn2-c2ccccc2)c([N+](=O)[O-])c1 | 10% | 2% | -18% | 13% | -3% | -20% | -4 | -5% | -8%
CC(C)(C)C(=O)NC1CCN(CC(=O)Nc2ccc3c(c2)OCO3)CC1 | -20% | 9% | 0% | 56%[activator] | -1% | -3% | 1 | -3% | -21%
Cc1ccc(Cn2nnc(C(=O)Nc3ccc(F)c(F)c3)c2N)cc1 | -22% | -3% | -5% | · | -2% | 15% | -11 | -26% | ?
O=C(OC1CCOC1=O)c1ccc(-c2nc3ccccc3s2)s1 (stereo unspecified) | 2% | ? | -6% | -3% | -5% | 1% | -6 | -19% | ?
CCCCc1cc(=O)oc2cc(OCC(=O)N3C[C@H]4C[C@@H](C3)c3cccc(=O)n3C4)ccc12 | 0% | -11% | 1% | 30% | 2% | -15% | -2 | -7% | 14%
NNC(=O)c1ccc(COCC(F)(F)C(F)F)cc1 | 15% | -20% | -3% | 12% | -2% | -8% | -3 | 6% | -1%
COc1ccc2[nH]c(=O)c(CN(Cc3cccnc3)Cc3nnnn3CC3CCCO3)cc2c1 (stereo unspecified) | 48% | -14% | -8% | 20% | 2% | 3% | -1 | 0% | 17%
CCC(C)NC(=O)C1c2ccccc2C(=O)N1Cc1ccc(OC)cc1OC (stereo unspecified) | 0% | -1% | -5% | 3% | -1% | -3% | -1 | -26% | 8%
COc1nc(Nc2ccc(C(C)=O)cc2)nc(OC)n1 | -18% | 0% | 1% | -1% | 18% | 2% | -2 | 1% | 28%
COc1ccc(-c2cc(C(F)(F)F)n3nc(C(=O)Nc4cc(C)ccc4C)cc3n2)cc1 | -1% | -20% | -1% | · | -3% | -4% | 0 | 5% | 30%[activator]
CCN(CC)S(=O)(=O)c1cccc(C(=O)N/N=C/c2c(C)nn(-c3ccccc3)c2Cl)c1 | 14µM* | -16% | -4% | ? | -20% | -17% | -6 | 0% | 198%[activator]
CC(C)(C)n1nc2c(c1NC(=O)c1cccc(Cl)c1)CS(=O)(=O)C2 | 11% | 2% | -7% | 73%[activator] | 0% | -14% | -9 | -7% | -7%
COc1cc(CCN2C(=O)c3cccc4cccc(c34)C2=O)c(S(=O)(=O)N2CCCCCC2)cc1OC | -7% | -14% | 0% | 10% | -5% | -4% | -9 | -3% | 23%
N#Cc1cccc(NC(=O)CSc2n[nH]c(=O)[nH]c2=O)c1 | 42% | -13% | -5% | 31%[activator] | 0% | -4% | -15 | 7% | -23%
CC(Sc1cccc[n+]1[O-])C(=O)Nc1cccc([N+](=O)[O-])c1 (stereo unspecified) | 14% | 6% | 1% | -2% | 0% | -3% | -4 | -12% | 17%
COC(=O)Cn1c(=O)c2cccn2c2ccc(F)cc21 | -13% | 4% | -2% | · | 0% | -2% | -5 | -10% | 21%
Cc1nn(C(C)(C)C)c(OC(=O)c2ccc(Br)o2)c1Sc1ccccc1 | 15% | -11% | -1% | 19% | -13% | -20% | -1 | -6% | -3%
COc1cccc(C(=O)COc2cccc(NC(=O)c3cccc([N+](=O)[O-])c3)c2)c1 | 23% | -8% | -4% | -8% | -6% | ? | -5 | -1% | 2%
CCCC(=O)Nc1sc2c(c1C#N)CC(C)(C)NC2(C)C | 33% | -10% | 2% | -1% | -6% | -9% | -8 | -2% | 8%
CCOc1ncccc1C(=O)OCC(=O)Nc1cc(S(=O)(=O)N2CCOCC2)ccc1Cl | 1%[57.1 µM] | -17% | -2% | 0% | 2% | -11% | -1 | 0% | -12%
CCN(C(=O)CSc1nnc(NCc2ccccc2)s1)C1CCS(=O)(=O)C1 (stereo unspecified) | 29% | -18% | -1% | 12% | 1% | 3% | -1 | 8% | 5%
CCCc1cc(=O)[nH]c(-n2[nH]c3c(c2=O)CCCC3)n1 | 12% | -14% | 2% | -3% | -3% | -8% | 11 | -17% | 16µM*
CC1S/C(=N/N=C/c2cccs2)NC1=O (stereo unspecified) | 4%[57.1 µM] | -15% | 0% | -2% | 1% | 2% | -2 | 1% | -4%
O=C(Cn1cnc2c(NCc3ccccc3)ncnc21)NCc1ccccc1 | · | -8% | -3% | -2% | · | · | -8 | -12% | 12%
COc1ccccc1CC(=O)Nc1ccon1 | 1% | 8% | 4% | 11% | 3% | -5% | -14 | -4% | 4%
CSCCC(NC(=O)c1ccco1)C(=O)Nc1ccc(C)c(S(=O)(=O)N2CCOCC2)c1 (stereo unspecified) | · | -1% | 2% | 7% | · | · | -4 | -18% | 19%
COc1cccc(C2/C(=C(/O)c3ccc4c(c3)CC(C)O4)C(=O)C(=O)N2CCCn2ccnc2)c1 (stereo unspecified) | -1% | -1% | 5% | 77%[activator] | 2% | -2% | -1 | -12% | -2%
Cc1cccc(OCCN2C(=O)C(=O)c3cc(C)ccc32)c1 | -1% | -28% | 2% | -5% | -15% | ? | 3 | -6% | -2%
COc1ccc(CN(CC2CCCO2)C(=O)c2cc3sccc3n2C)c(OC)c1 (stereo unspecified) | -8% | -16% | -6% | -5% | -5% | 2% | -2 | -10% | 60%[activator]
COc1ccc(Cn2ccn(Cc3cccc(C)c3)c(=O)c2=O)cc1 | -1% | -6% | -4% | · | -3% | -8% | 3 | -5% | 17%
Clc1ccc(C2=Nn3c(nnc3-c3cccs3)SC2)cc1 | -19% | -10% | -6% | -3% | -9% | -4% | 2 | -5% | 13%
Cc1cc(C)nc(Nc2ccc(N3CCCC3)cc2)n1 | 13% | -9% | 2% | 11% | -2% | 2% | 18 | -1% | 13%
Cc1ccc(S(=O)(=O)NCC(=O)N(CC(=O)NCc2ccc(F)cc2)CC2CCCO2)cc1 (stereo unspecified) | -1% | -12% | 0% | 37%[activator] | -2% | 2% | -7 | -5% | 42%[activator]
O=C(OCC(=O)N1CCCc2ccccc21)c1cccc(S(=O)(=O)N2CCc3ccccc32)c1 | 1% | -20% | -6% | 1% | 1% | -13% | -9 | -6% | 14%
Cc1ccccc1NC(=O)c1sc2nc3n(c(=O)c2c1C)CCC3 | 27% | 11% | -2% | · | 1% | 1% | -2 | -2% | -15%
COC(=O)c1ccc(NC(=O)CN2CCCN(Cc3ccc(Cl)cc3)S2(=O)=O)cc1 | 10% | -23% | -1% | · | -8% | 95%[activator] | -6 | -12%[60.1 µM] | 13%
Cc1ccccc1NS(=O)(=O)c1cc(C(=O)N2CCc3ccccc3C2)ccc1C | 24% | -22% | -6% | -4% | -7% | -7% | -2 | -11% | -2%
COc1ccccc1C1OC2=C(Nc3ccc([N+](=O)[O-])cc3N2)C1=O (stereo unspecified) | 41% | -5% | -2% | -1% | -4% | 0% | 3 | -23% | -21%
CN(C)C=NC(=O)c1[nH]c2ccc(Cl)cc2c1-c1ccccc1 | 2% | -15% | -4% | 64%[activator] | -9% | -15% | -8 | 0% | -17%
O=C1/C(=C\Nc2ccc(OC(F)(F)F)cc2)CCN1c1ncccn1 | -3% | ? | 4% | 2% | -5% | -7% | 2 | -3% | 16%

Going on with the list:
smiles | POLB inh | Pol eta inh | Glioma ERSR ind | APEX1 inh | BLM helicase inh | Anesthetic bind | LDHA inh | Pol kappa inh | Pol iota inh
Cc1ccc(NC(=O)CCC(=O)c2cccs2)nc1 | · | ? | 1% | 17% | · | · | -1 | -22% | ?
Cc1ccc(N(CC(=O)NCc2ccccc2)C(=O)c2csnn2)cc1 | 3% | -3% | 3% | 28% | -2% | -5% | -5 | -15% | 21%
CCSc1nnc2n(-c3ccc(OC)cc3)c(=O)c3c4c(sc3n12)CCCC4 | 0% | -7% | 0% | 13% | -2% | -9% | 1 | 7% | -12%
O=C(/C=C/c1ccc(O)cc1)c1ccc(O)cc1O | -11%[57.1 µM] | -1%[57.1 µM] | ? | ? | -3% | -1%[15.3 µM] | 2 | ? | ?
